Screening data: PubChem, several laboratories
KCNQ1 act – potentiators or activators of KCNQ1 channel, primary screen, cell-based, thallium flux, high-throughput; Potassium voltage-gated channel subfamily KQT member 1 (Homo sapiens), P51787; CHO-K1 KCNQ1, thallium flux FluxOR fluorescence; active compounds read high; B-score at 10 µM; 0.35% of 310,000 active; AID 2648, 2010;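 active = fluorescence ratio B-score, a plate-corrected score, at least three library SD, with initial intensity B-score within 5 SD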
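assay system = KCNQ1-transfected CHO-K1 cells | medium = assay buffer with matched DMSO | probe or stimulus = depolarizing K+/Tl+ stimulus, K2SO4 and Tl2SO4 each 12.5 mM in 5x stock | dosing = single dose | incubation = dye 90 min, compound 20 min, room temperature | detection = kinetic FluxOR fluorescence, 10 s baseline plus 110 s post-stimulus | evaluation = ratio B score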
KCNK9 inh – KCNK9 potassium channel inhibitors, primary screen, HEK293 cells, thallium flux. B-score at 10 µM. Potassium channel subfamily K member 9 (Homo sapiens), Q9NPC2. FluxOR thallium flux fluorescence; active compounds read low. AID 488922, 2010. 1.2% of 310,000 active;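 active = ratio B-score over 3 SD below the library mean, with starting fluorescence within 5 SD of its mean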;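 also: negative B-score means less thallium flux so channel inhibition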
GSK3 alpha inh – blockers of GSK3A enzyme activity – biochemical, luminescence, cell-free homogeneous, HTS, primary screen | Glycogen synthase kinase-3 alpha (Homo sapiens), P49840 | 0.1% of 320,000 active | inhibition, % at 10 µM | AID 2650, 2010 | GSK-3 alpha kinase, ADP-Glo luminescence, 60 min;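 in the data active = inhibition above about 50%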;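 also: GST-tagged GSK-3 alpha with peptide substrate and 25 µM ATP; 0% = DMSO neutral wells and 100% = GW8510 positive control wells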
Dyrk1A ADPGlo – rat Dyrk1A kinase inhibitors, primary screen, biochemical, single point, plate reader; AID 504441, 2011; Dual specificity tyrosine-phosphorylation-regulated kinase 1A (Rattus norvegicus), Q63470; 0.43% of 310,000 active; inhibition, % at 12.5 µM; ADP-Glo luminescence, NFATc1 peptide; in the data active = inhibition above about 50%;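 also: plate controls were vehicle with enzyme for no effect and no enzyme for full effect; many of its hits are not listed in these tables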
RGS4 pot – RGS4 potentiators or activators, primary screen, cell-based, HEK293 M3R inducible RGS4, calcium flux; 0.92% of 310,000 active; B-score at 10 µM; carbachol calcium flux Fluo4; active compounds read low;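 active = B-score of the integrated calcium signal more than 4 SD below the library mean, with starting fluorescence not abnormally high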;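 also: negative B-score means reduced calcium response which marks RGS4 activation or potentiation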
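Material: M3R-expressing HEK293 line, RGS4 induced by doxycycline | Schedule: Overnight RGS4 induction, 30 min dye load 37 °C, 20 min compound RT | Measured by: Fluo4 fluorescence kinetic imaging of calcium | Read-out: Integrated calcium ratio converted to B score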
HDAC3 inhib – HDAC3 deacetylase inhibitors, primary screen, biochemical, fluorescence, cell-free homogeneous | 0.15% of 320,000 active | inhibition, % at 8.3 µM | AID 2718, 2010 | Histone deacetylase 3 (Homo sapiens), O15379 | recombinant HDAC3, fluorogenic peptide/trypsin coupled; in the data active = inhibition above about 26%, passing the limit was not always enough; inconclusive = no clear call, values can overlap the other calls
Target sequence (O15379 whole entry, looked up): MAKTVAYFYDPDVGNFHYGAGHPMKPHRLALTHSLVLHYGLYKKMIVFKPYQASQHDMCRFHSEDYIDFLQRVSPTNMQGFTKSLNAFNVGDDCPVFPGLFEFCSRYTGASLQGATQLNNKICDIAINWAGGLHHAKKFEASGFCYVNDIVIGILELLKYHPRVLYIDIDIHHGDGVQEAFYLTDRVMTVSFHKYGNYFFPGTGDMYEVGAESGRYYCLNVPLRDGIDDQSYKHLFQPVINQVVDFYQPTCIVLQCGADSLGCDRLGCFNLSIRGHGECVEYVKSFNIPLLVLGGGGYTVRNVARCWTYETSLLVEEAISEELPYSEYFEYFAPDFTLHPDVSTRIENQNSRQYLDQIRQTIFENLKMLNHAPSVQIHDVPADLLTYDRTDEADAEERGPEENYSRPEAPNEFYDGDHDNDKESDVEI
GSK3B inh – human GSK3beta kinase inhibitors, primary screen, biochemical, cell-free homogeneous, HTS. Glycogen synthase kinase-3 beta (Homo sapiens), P49841. GST-GSK3beta kinase, ADP-Glo luminescence, 60 min; active compounds read low. activity score (negative = inhibition), % at 10 µM. 0.038% of 300,000 active. AID 2097, 2009;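 active = more than half of replicate wells score below -50%, meaning over 50% inhibition versus plate controls; inconclusive = some replicates but at most half score below -50%; inactive = no replicate scores below -50%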;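 also: 0% = median DMSO wells and -100% = median GW8510 positive control wells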
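Assay system: GST-fused GSK3beta enzyme, cell-free / Medium: Tris pH 7.5 buffer with MgCl2, DTT, BSA, heparin / Also added: peptide substrate plus 25 µM ATP (final) / Compound: 10 µM single point / Timing: kinase reaction with compound 60 min at room temperature / Detection: ADP-Glo luminescence / Benchmarks: DMSO neutral wells and GW8510 at 20 µM as positive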
hERG protect – hERG rescue from dofetilide block, primary screen, cell-based, CHO-hERG, FluxOR thallium flux, dofetilide IC70; 0.51% of 310,000 active; dofetilide IC70 present; AID 1511, 2009; activation (rescue from dofetilide block), less the hit threshold, % at 10 µM; Voltage-gated inwardly rectifying potassium channel KCNH2 (Homo sapiens), Q12809;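 active = activation above the mean of controls blocked by dofetilide plus 5 SD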;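 also: thallium influx through hERG after potassium depolarization seen as dye fluorescence rise; in these data hits start at about 4.7%; inactives centre near -7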
KCNQ1 block – inhibitors of human KCNQ1 channel, primary screen, cell-based, thallium flux, high-throughput | Potassium voltage-gated channel subfamily KQT member 1 (Homo sapiens), P51787 | CHO-K1 KCNQ1, FluxOR thallium flux fluorescence; active compounds read high | B-score at 10 µM | 1.3% of 310,000 active;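 active = compounds whose thallium flux B-score, printed positive for inhibition, exceeds three library SD while starting fluorescence stays within three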;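 also: channel opened by potassium depolarization with thallium stimulus after 20 min compound exposure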
KCNK3 inh – human KCNK3 channel inhibitors, primary screen, CHO cells, FluxOR thallium flux, B-score | B-score at 10 µM | FluxOR fluorescence; active compounds read low | AID 602410, 2012 | 0.84% of 340,000 active | Potassium channel subfamily K member 3 (Homo sapiens), O14649;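 active = B-score under library mean minus 4 SD, starting fluorescence ratio at most library mean plus 5 SD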;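 also: more negative B-score means stronger inhibition of thallium flux through KCNK3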
Target sequence (O14649 whole entry, looked up): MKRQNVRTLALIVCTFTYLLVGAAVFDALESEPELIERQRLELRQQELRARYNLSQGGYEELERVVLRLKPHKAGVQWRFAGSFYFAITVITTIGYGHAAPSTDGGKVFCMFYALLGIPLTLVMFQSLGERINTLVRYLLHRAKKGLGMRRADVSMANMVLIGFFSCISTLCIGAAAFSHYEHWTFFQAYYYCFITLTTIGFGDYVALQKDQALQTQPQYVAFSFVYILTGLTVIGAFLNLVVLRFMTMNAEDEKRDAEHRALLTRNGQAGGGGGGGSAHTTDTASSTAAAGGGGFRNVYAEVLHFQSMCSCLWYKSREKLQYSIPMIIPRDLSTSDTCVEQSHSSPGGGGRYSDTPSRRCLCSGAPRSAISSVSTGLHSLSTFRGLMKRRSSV
PolyA inh – polyadenylation inhibitors in yeast reporter cells, primary screen, luminescence, S. cerevisiae. S. cerevisiae SKY197-pL101 polyadenylation reporter, beta-gal luminescence; efflux-impaired pdr1/pdr3 knockout yeast; score 100 = 6 SD above DMSO. calls only at 12 µM. 0.02% of 300,000 active. AID 1875, 2009;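 active = lowest replicate activity score at least 50, where 100 means six control SD above control mean; inconclusive = lowest score under 50 but half or more replicates reach 50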;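 also: yeast exposed to compound for 9 h at 30 °C; higher score means more reporter readthrough which indicates perturbed polyadenylation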
* hit, by the source's call; i = inactive; ? = inconclusive; · = no result given. A portion of the library; count on the stated rates, not on these rows.

SMILES	KCNQ1 act	KCNK9 inh	GSK3 alpha inh	Dyrk1A ADPGlo	RGS4 pot	HDAC3 inhib	GSK3B inh	hERG protect	KCNQ1 block	KCNK3 inh	PolyA inh
CC1CCN(Cc2nnnn2CCCC(=O)N(C)C2CCOC2)CC1 (stereo unspecified)	i	i	0	-4	i	3	2	-8	i	i	i
C/C(=N\NC(=O)CCCCCNC(=O)c1ccccc1)c1ccccc1O	i	i	-3	-3	i	2	1	-24	i	i	i
Nc1ccc(C(=O)O)cc1[N+](=O)[O-]	i	i	-8	·	i	-3	-2	-17	i	i	i
Oc1cc2ccccc2cc1-c1nnc2n1-c1ccccc1SC2	i	i	-1	2	i	-4	1	-4	i	i	i
CC(=O)c1cc(CC=C(C)C)c(O)cc1O	i	-8.6*	-2	-12	i	9	-1	-10	i	i	i
Cc1cc(-c2cccc([N+](=O)[O-])c2)nc2ccc3ccccc3c12	i	i	1	-2	i	-13	0	-5	i	i	i
CCCCCCCCN1[C@@H](CC(=O)OCC)c2cc(F)ccc2S1(=O)=O	i	i	-2	3	i	13	5	0	i	i	i
CC(=O)NCCOC(=O)c1nn(Cc2ccccc2)c(=O)c2ccccc12	i	i	-2	-8	i	-3	0	0	i	i	i
Cc1cc(C)cc(N=Cc2c(O)c3ccccc3oc2=O)c1	i	i	-1	·	i	-7	5	-9	i	i	i
O=C(CCn1c(=S)[nH]c2cc3c(cc2c1=O)OCO3)NCc1cccc(Cl)c1	i	i	-2	-1	i	4	1	-6	i	i	i
Cc1ccc(S(=O)(=O)N[C@@H](Cc2ccccc2)C(=O)N2CCC[C@@H]2C(=O)O)cc1	i	i	-1	-2	i	-9	1	-14	i	i	i
CCOc1ccccc1C1C(C(=O)OC)=C(N)OC2=C1C(=O)CCC2 (stereo unspecified)	i	i	-1	-5	i	4	2	-1	i	i	i
CCN(CC)CCn1c(=N)n(CC(O)c2ccco2)c2ccccc21 (stereo unspecified)	i	i	-1	-77	i	-12	0	2	i	i	i
Cc1ccc(CN(c2ccc(C(=O)NCc3ccccn3)cc2)S(C)(=O)=O)cc1	i	i	-5	5	i	-1	·	-8	i	i	i
COc1ccccc1N1CCN(S(=O)(=O)c2cc3[nH]c(=O)c(=O)[nH]c3cc2C)CC1	i	i	12	-2	i	4	0	-6	i	i	i
CC(=O)COc1ccc2c(-c3ccccc3)cc(=O)oc2c1	i	i	-5	-3	i	-7	6	-5	i	i	i
O=C(CP(=O)(c1ccccc1)c1ccccc1)N/N=C/c1cc(Br)cc(Br)c1O	i	i	-2	3	i	1	2	-9	i	i	i
COc1ccc(C2CC(c3ccc(F)cc3)=NN2c2ccccc2)cc1OC (stereo unspecified)	i	i	-2	5	i	10	1	-3	12*	i	i
CC(C)C12CN3CC(C(C)C)(CN(C1)C3(C)C)C2=O	i	i	-2	-5	i	-5	-2	-10	i	i	i
Cc1ccc(NC(=O)C(C)N2C(=O)c3ccccc3C2=O)cc1C (stereo unspecified)	i	i	-8	-1	i	9	-1	-7	i	i	i
O=C(C[n+]1cccc(CNC(=O)c2ccc(OC(F)F)cc2)c1)Nc1ccccc1Cl	i	i	-2	-1	i	2	1	-10	i	i	i
CCC(CC)NC(=O)COC(=O)c1ccc(OCc2ccc(C(C)=O)cc2OC)c(OC)c1	i	i	2	-5	i	1	-7	-4	i	i	i
Cc1cccc(C)c1NC(=O)NC1CC2CCC(C1)N2Cc1cccs1 (stereo unspecified)	i	i	0	-5	i	2	4	-6	i	i	i
O=C(CCCC(=O)OCC(=O)c1cccs1)Nc1ccc(F)cc1	i	i	0	-4	i	1	1	-10	i	i	i
CCOC(=O)c1ccc(NC(=O)c2ccc(NC(=O)c3ccccc3)cc2)cc1	i	i	-6	3	i	-2	1	-6	i	i	i
Remaining list, next part.
SMILES	KCNQ1 act	KCNK9 inh	GSK3 alpha inh	Dyrk1A ADPGlo	RGS4 pot	HDAC3 inhib	GSK3B inh	hERG protect	KCNQ1 block	KCNK3 inh	PolyA inh
Cc1cc(NC(=O)c2cccs2)ncc1NC(=O)C(C)(C)C	i	i	10	2	i	0	-2	0	i	i	i
O=C(O)CCC(=O)N1CCC(n2nnc3cc(C(F)(F)F)ccc32)CC1	i	i	-2	-9	i	·	0	-6	i	i	i
CC(Cc1cnccn1)NC(=O)c1cc(COc2ccc(F)cc2F)on1 (stereo unspecified)	i	i	1	-4	i	6	1	-5	i	i	i
CCc1c(C)nc(SCC(=O)N2C(C)CCCC2C)[nH]c1=O (stereo unspecified)	i	i	1	-4	i	-8	0	-3	i	i	i
CCOc1ccc(N(CC(=O)Nc2ccccc2Cl)S(C)(=O)=O)cc1	i	i	-1	·	i	-5	-1	-8	i	i	i
CC(C)CCN1CC(C(=O)NCc2ccc(F)cc2)CC1=O (stereo unspecified)	i	i	-1	0	i	-1	2	-7	i	i	i
O=C(C1=C[C@@H](C2CC2)C[C@@H](OCc2ccc(CO)cc2)O1)N1CCN(Cc2ccccc2)CC1	i	i	5	-12	i	2	4	-9	i	i	i
COc1cc(/C=C2/C(=N)N3N=C(CC(=O)N4CCOCC4)SC3=NC2=O)ccc1OCc1ccccc1	i	i	1	-4	i	2	-1	-3	i	i	i
CCCN1C(=O)/C(=C/c2ccc(C)o2)SC1=Nc1ccc(OCC)cc1	i	i	-1	12	i	3	1	-10	i	i	i
CCCNC(=O)C(CC)NS(=O)(=O)c1ccc(OC)cc1 (stereo unspecified)	i	i	-1	9	i	-6	0	0	i	i	i
O=C(Cc1ccccc1)NC(=S)Nc1ccc(N2CCCCC2)cc1	i	i	0	-3	i	0	1	-2	i	i	i
CC(=O)Nc1ccc(S(=O)(=O)N2CCSC2c2ccc(Cl)cc2)cc1 (stereo unspecified)	i	i	-1	4	i	5	5	-1	i	i	i
Cc1cc(=O)[nH]c(S/C=C/c2ccccc2)n1	i	i	0	4	i	10	-8	-11	i	i	i
O=C1NN(c2ccccc2)C(=O)/C1=C\c1cccn1-c1ccc(Cl)c([N+](=O)[O-])c1	i	i	-3	-2	i	-2	1	-4	i	i	i
Cc1cc(=O)nc2c3ccccc3n(CC(=O)NC3CCCCC3)n12	i	i	-2	1	i	-9	-6	-6	i	i	i
CCN(CC)CCn1c2c(c(SCC(=O)Nc3cc(C)cc(C)c3)nc1=O)CCC2	i	i	2	8	i	4	0	-13	i	i	i
CS(=O)(=O)NCCOc1ccc(S(=O)(=O)N2CCCc3ccccc32)cc1	i	i	-1	-5	i	2	4	-6	i	i	i
COc1ccc(/C=N/N=C2/NC(=O)C(CC(=O)O)S2)cc1OCc1ccc(Cl)cc1 (stereo unspecified)	i	i	0	1	i	7	2	-14	i	i	i
Cc1ccc(Cl)cc1NC(=O)CC1NCCNC1=O (stereo unspecified)	i	i	-3	-7	i	0	0	-4	i	i	i
CN1c2cccc3cccc(c23)N(C)C1(C)C	i	i	6	5	i	-3	-3	-13	i	i	i
Cc1ccc(-c2[nH]nc3c2C(c2ccsc2)C(C#N)=C(N)O3)cc1 (stereo unspecified)	i	i	13	0	i	5	2	-14	i	i	i
CCO[C@@H]1OC(C(N)=O)=C[C@H](c2cn(C(C)=O)c3ccccc23)[C@H]1CCCO	i	i	-3	8	i	?	4	-12	i	i	i
COc1ccccc1N1CCN(S(=O)(=O)c2cccs2)CC1	i	i	1	-8	i	-2	-3	-11	i	i	i
COc1cccc(C(C(=O)NC2CCCC2)N(Cc2ccco2)C(=O)c2ccco2)c1OC (stereo unspecified)	i	i	-2	0	i	1	2	-3	i	i	i
CC(C(=O)Nc1ccc(F)c(F)c1F)N(C)Cc1cccs1 (stereo unspecified)	i	i	-2	0	i	4	3	-13	i	i	i
Continuation:
SMILES	KCNQ1 act	KCNK9 inh	GSK3 alpha inh	Dyrk1A ADPGlo	RGS4 pot	HDAC3 inhib	GSK3B inh	hERG protect	KCNQ1 block	KCNK3 inh	PolyA inh
Cc1ccc(-n2c(C)nnc2SCC(=O)Nc2ccccc2)cc1	i	i	-1	4	i	1	-2	-3	i	i	i
Cc1cc(OC(F)F)ccc1NC(=S)NCCc1ccccc1	i	i	-2	-1	i	1	1	-3	i	i	i
COC(CNC(=O)C1CCCN1C(=O)OCc1ccccc1)OC (stereo unspecified)	i	i	1	6	i	-2	3	-4	i	i	i
Cc1cc(N)n(-c2ccccc2)n1	i	i	-3	2	i	-15	1	-2	i	i	i
COc1ccc([C@@H]2[C@@H]3C(=O)N(C(C)(C)C)C(=O)[C@@H]3[C@]3(C)C(=O)N(c4cccc(C)c4)C(=O)N23)cc1	i	i	-3	·	i	-9	-5	1	i	i	i
Nc1nonc1-c1noc(CCCOc2ccc(Cl)cc2Cl)n1	i	i	-1	-8	i	3	4	-16	i	i	i
CC(C)(C)C(=O)NNC(=O)c1cnccn1	i	i	1	3	i	-5	5	-13	i	i	i
O=C(CN1C(=O)c2ccccc2C1=O)Nc1ccccc1N1CCOCC1	i	i	-2	0	i	4	1	-6	i	i	i
CCN(C(=O)c1cc2c(=O)n3ccccc3nc2n1C)C1CCCCC1	i	i	-13	·	i	-81	2	-14	i	i	i
COc1ccccc1-c1nc(SCc2ccccn2)n[nH]1	i	i	·	13	i	4	5	-3	i	i	i
O=C(CNS(=O)(=O)c1cccs1)NCc1ccc(F)cc1	i	i	0	0	i	4	3	-4	i	i	i
